From PubChem
Kir21 inh: inhibitors of mouse Kir2.1 inward-rectifier potassium channel. Inward rectifier potassium channel 2 (Mus musculus), P35561. HEK293-Kir2.1, FluxOR thallium flux fluorescence; hits give low values. B-score at 10 µM. 0.85% of 310,000 active. AID 1672, 2009;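 active = fluorescence ratio B-score at or below minus 3 SD of library scores, with starting-brightness B-score within 2 SD, cut at about -4.2 in these data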;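 note: channel flux triggered by added potassium and thallium sulfate stimulus; B-score of peak minus minimum fluorescence over baseline after thallium stimulus; more negative B-score means stronger Kir2.1 block with less thallium influx; some compounds called inactive have numbers as strong as hits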
Target sequence (P35561 whole entry, looked up): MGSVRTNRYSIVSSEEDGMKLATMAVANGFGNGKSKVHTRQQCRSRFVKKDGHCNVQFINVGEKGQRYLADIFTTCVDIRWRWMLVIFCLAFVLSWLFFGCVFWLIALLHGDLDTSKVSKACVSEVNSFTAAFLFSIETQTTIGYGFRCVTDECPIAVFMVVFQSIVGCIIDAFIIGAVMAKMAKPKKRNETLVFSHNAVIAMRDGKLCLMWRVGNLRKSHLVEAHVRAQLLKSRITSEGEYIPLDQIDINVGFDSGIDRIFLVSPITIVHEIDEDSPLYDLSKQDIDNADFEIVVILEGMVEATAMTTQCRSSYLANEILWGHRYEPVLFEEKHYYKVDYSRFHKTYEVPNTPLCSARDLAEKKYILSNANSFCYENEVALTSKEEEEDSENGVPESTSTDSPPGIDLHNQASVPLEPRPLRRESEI
CHT block: inhibitors of human choline transporter CHT | 0.86% of 310,000 active | CHT-expressing cells, membrane potential dye, choline response; hits give low values | B-score at 10 µM | AID 488975, 2010;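 active = B-score over 3 SD under the library average, and starting fluorescence ratio not unusually high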;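 note: choline stimulus applied at its EC90 after an EC20 pre-addition; B-score computed on integrated fluorescence ratio after choline addition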
Target sequence (Q9GZV3 whole entry, looked up): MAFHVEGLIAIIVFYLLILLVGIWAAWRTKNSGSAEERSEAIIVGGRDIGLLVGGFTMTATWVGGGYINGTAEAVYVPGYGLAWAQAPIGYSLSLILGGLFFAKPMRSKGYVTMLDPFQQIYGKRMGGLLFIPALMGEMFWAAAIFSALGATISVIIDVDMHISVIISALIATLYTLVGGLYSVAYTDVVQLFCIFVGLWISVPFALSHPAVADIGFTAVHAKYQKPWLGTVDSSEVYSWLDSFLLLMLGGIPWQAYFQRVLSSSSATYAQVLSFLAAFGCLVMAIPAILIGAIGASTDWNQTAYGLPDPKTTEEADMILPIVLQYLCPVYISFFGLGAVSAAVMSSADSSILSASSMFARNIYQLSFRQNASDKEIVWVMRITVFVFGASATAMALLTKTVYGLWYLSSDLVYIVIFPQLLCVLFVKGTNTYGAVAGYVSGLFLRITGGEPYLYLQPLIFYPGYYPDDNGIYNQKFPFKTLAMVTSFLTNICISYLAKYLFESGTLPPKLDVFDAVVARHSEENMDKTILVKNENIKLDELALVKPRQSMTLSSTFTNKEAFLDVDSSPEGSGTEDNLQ
The depositor's hits bear a star; i = inactive; · = no result given. This is a random part of the collection, and some 1.6% of all compounds hit somewhere here.

SMILES	Kir21 inh	CHT block
O=C(COc1ccccc1Cl)Nc1ccccc1C(=O)N1CCOCC1	-0.77	i
CC(C)(C)NC(=O)CSc1nc(N)c(-c2ccccc2)c(=O)[nH]1	0.09	i
COc1ccccc1OC(C)C(=O)N(Cc1ccco1)C1CCS(=O)(=O)C1 (stereo not given)	1.13	i
O=C(CCN1N=C(c2ccccc2)CCC1=O)NCC1CCCO1 (stereo not given)	2.75	i
S=C(NCC1CCCCC1)Nc1ccc(Oc2ccccc2)cc1	-5.23	i
COc1ccc2[nH]c(CN3CCC(CO)(CCOc4ccccc4)CC3)c(C)c2c1	0.41	i
O=C(Nc1ccc(Cl)cc1Cl)C1CCCO1 (stereo not given)	-0.96	i
Cn1c(Cc2ccc3c(c2)OCO3)nnc1SCC(=O)NC(C)(C)C	0.97	i
O=C1c2ccsc2SCCN1Cc1ccccc1Cl	-1.09	i
O=C(COc1ccc(S(=O)(=O)N2CCCC2)cc1)N1CCN(c2ccccc2F)CC1	-0.56	i
COCCN(C(=O)CC1C(=O)NCCN1Cc1ccc(-c2ccccc2)cc1)C(C)C (stereo not given)	0.03	i
N#Cc1nc(-c2ccco2)oc1N1CCN(c2cccc(Cl)c2)CC1	1.23	i
COCCN1CCN(C(=O)C2CCC(=O)N(CCCc3ccccc3)C2)CC1 (stereo not given)	0.4	i
CCCc1cc(=O)oc2cc(C)cc(OCC(=O)NCc3ccncc3)c12	-1.12	i
CC(=O)c1sc2nc(C)cc(C)c2c1N	2.16	i
COC(=O)[C@@]12CCCCN1[C@H](c1ccc(-c3cc(C(C)=O)cs3)cc1)[C@H]1C(=O)N(C)C(=O)[C@H]12	1.76	i
CC1(C)CC(C(=O)Nc2nccs2)CCO1 (stereo not given)	2.47	i
O=C(CSc1nnc(-c2cccs2)n1CC1CCCO1)c1cc2ccccc2o1 (stereo not given)	-1.72	i
Cc1ccc(-c2noc(CCC(=O)NCC3CCCO3)n2)cc1 (stereo not given)	-1.09	i
C/C(=N/OC(=O)c1ccc(C(F)(F)F)cc1)c1oc(C)nc1C	0.09	i
CCOC(=O)c1c(C)[nH]c(C)c1C(=O)COC(=O)c1ccccc1O	-0.01	i
CCN(CC#CCC1(O)c2ccccc2-c2ccccc21)C(C)C	-1.26e-16	i
Cc1ccc(CNC(=O)COc2ccc(C(=O)c3ccc(F)cc3)cc2)cc1	1	i
CCN(CCCNC(=O)CCNC(=O)Cn1cnc2ccccc2c1=O)c1cccc(C)c1	-0.01	i
O=c1c2ccccc2nc(SCc2nc3ccccc3s2)n1CCCO	0.08	i
CCOc1ccc(Br)cc1S(=O)(=O)NCc1ccc(S(N)(=O)=O)cc1	1.51	i
COc1ccc(SCc2noc(C(=O)NC(C)C)c2C(=O)O)cc1	-0.02	i
O=C(c1nc2ccccn2c1CN1CCCC(O)C1)N1CCN(C2CCCCC2)CC1 (stereo not given)	-0.5	i
O=C(O)c1cn(-c2ccccc2)nc1C(=O)O	·	i
CCCc1cc(C(=O)N2CCCC(N3CCN(c4ccccc4F)CC3)C2)n(C)n1 (stereo not given)	0.52	i
CCOC(=O)c1cccc(NC(=O)CSc2nnc(COc3ccc(Cl)cc3)o2)c1	0.91	i
O=C(COC(=O)C1COc2ccccc2O1)NC(=O)NC1CCCC1 (stereo not given)	-0.21	i
CS(=O)(=O)N(CC(=O)N1CCN(Cc2ccccc2)CC1)c1cccc(F)c1	0.56	i
CC(=O)Nc1ccc(C(=O)N2CCCc3ccccc32)cc1	1.39	i
O=C(CCCn1c(=O)[nH]c2cc(Cl)ccc2c1=O)NCC1CCCO1 (stereo not given)	0.71	i
COc1cc(NC(=O)c2ccc(Br)o2)ccc1NC(=O)C(C)C	1.6	i
CC(C)C[C@H](NC(=O)N1CCn2c1nc1ccccc12)C(=O)N[C@@H](C(=O)O)c1ccccc1	-0.32	i
CCN(CC)S(=O)(=O)c1cc(NC(=O)C(C)Nc2ccccc2N2CCOCC2)ccc1C (stereo not given)	1.21	i
C/C(=N\NC(=O)c1ccc(Br)cc1)c1cccc(NC(=O)c2cccnc2)c1	-0.74	i
Cc1ccc(C)c(NC(=O)CCC(=O)N/N=C/c2ccc3c(c2)OCO3)c1	1.71	i
CCn1nccc1C(=O)Nc1cc(Cl)cc(Cl)c1	0.51	i
Cc1ccc(-c2ccc(CCC(=O)O)n2-c2ccc(C(=O)O)cc2)cc1	0.37	i
COc1cccc(C(=O)Nc2ccc(N3CCN(C(=O)c4ccco4)CC3)cc2)c1	0.85	i
O=C(CSC(=S)N1CCOCC1)Nc1nc(=O)c2ccccc2s1	0.78	i
O=C(Nc1ccccc1C(=O)NCc1cccnc1)c1ccc(Cl)cc1Cl	-0.03	i
O=C(c1ccc2ncsc2c1)N1CCN(c2ccc(O)cc2)CC1	0.01	i
CCn1ncc(Br)c1C(=O)Nc1ccc(Cl)cn1	-0.5	i
Cc1cc(C)cc(N(CC(=O)NCc2ccc(F)cc2)C(=O)CCC(=O)Nc2ccccn2)c1	0.27	i
COc1cc(/C=C\C(=O)NCc2ccc3c(c2)cc(C)n3C)cc(OC)c1OC	-1.12	i
O=C(COC(=O)c1ccccc1)Nc1ccc2[nH]c(=O)[nH]c2c1	0.02	i

Remaining list, next part
SMILES	Kir21 inh	CHT block
O=C(NCC1CCCO1)c1cnn2c1NC(c1ccccc1)CC2C(F)(F)F (stereo not given)	0.11	i
O=[N+]([O-])c1ccc2nc(CCCc3nc4ccc([N+](=O)[O-])cc4[nH]3)[nH]c2c1	-1.3	i
Cc1[nH]c(=O)[nH]c(=O)c1NS(=O)(=O)c1ccc2c(c1)CCCC2	0.75	i
NS(=O)(=O)c1ccc(N=Nc2ccc(O)c3ncccc23)cc1	1.06	i
COc1cc2c(cc1OC)C(c1ccccc1OC(C)C)CC(=O)N2 (stereo not given)	2.11	i
Cc1ccc(NC(=O)CSc2n[nH]c(N)n2)cc1S(=O)(=O)N1CCOCC1	-0.97	i
COc1cc(C=O)ccc1OS(=O)(=O)c1ccc(NC(C)=O)cc1	0.93	i
Cc1nn2cc(-c3ccccc3)nc2[nH]c1=O	-0.53	i
CCN1C(=O)[C@H]2[C@@H](c3ccc(-c4cccc(Cl)c4)c(OC)c3)N[C@@](C)(C(=O)OC)[C@H]2C1=O	1.61	i
COc1ccc(CN(C)C(=O)c2cccc(Oc3ccccc3)c2)c(OC)c1OC	-4.87*	i
O=C(CC1NCCNC1=O)Nc1ccc(Cl)c(Cl)c1 (stereo not given)	2.72	i
CC1Cn2c(nnc2-c2cccc(N)c2)S1 (stereo not given)	1.45	i
CO/C=C/C#CC1(O)CCN(C)CC1	0.51	i
COc1ccc(-c2ccc(N)[n+](CCCC(=O)O)n2)cc1	0.41	i
COc1ccc(CN2CCN(Cc3cn(C)nc3-c3ccccc3)CC2CCO)c(C)c1C (stereo not given)	-1.26	i
COc1ccccc1NC(=O)Nc1nnc(Cc2ccc(F)cc2)s1	-0.01	i
CC(C)NC(=O)c1cc2nc(-c3ccco3)cc(C(F)(F)F)n2n1	1.98	i
CSc1ccc(/C=C(/NC(=O)c2ccco2)C(=O)NCc2ccco2)cc1	0.03	i
COc1ccc(C2=NN(C(=O)c3ccccc3)C(c3ccccc3)C2)c(O)c1 (stereo not given)	-0.01	i
COc1ccc(-c2nc(CN3CCC(C(=O)N4CCOCC4)CC3)c(C)o2)cc1OC	-0.2	i

Laid out differently: results already given.
Every second line gives: Kir21 inh, CHT block
COc1cc(C=O)ccc1OS(=O)(=O)c1ccc(NC(C)=O)cc1
    0.93, i
Cc1nn2cc(-c3ccccc3)nc2[nH]c1=O
    -0.53, i
CCN1C(=O)[C@H]2[C@@H](c3ccc(-c4cccc(Cl)c4)c(OC)c3)N[C@@](C)(C(=O)OC)[C@H]2C1=O
    1.61, i
COc1ccc(CN(C)C(=O)c2cccc(Oc3ccccc3)c2)c(OC)c1OC
    -4.87*, i
O=C(CC1NCCNC1=O)Nc1ccc(Cl)c(Cl)c1 (stereo not given)
    2.72, i
CC1Cn2c(nnc2-c2cccc(N)c2)S1 (stereo not given)
    1.45, i
CO/C=C/C#CC1(O)CCN(C)CC1
    0.51, i
COc1ccc(-c2ccc(N)[n+](CCCC(=O)O)n2)cc1
    0.41, i
COc1ccc(CN2CCN(Cc3cn(C)nc3-c3ccccc3)CC2CCO)c(C)c1C (stereo not given)
    -1.26, i
COc1ccccc1NC(=O)Nc1nnc(Cc2ccc(F)cc2)s1
    -0.01, i
CC(C)NC(=O)c1cc2nc(-c3ccco3)cc(C(F)(F)F)n2n1
    1.98, i
CSc1ccc(/C=C(/NC(=O)c2ccco2)C(=O)NCc2ccco2)cc1
    0.03, i
COc1ccc(C2=NN(C(=O)c3ccccc3)C(c3ccccc3)C2)c(O)c1 (stereo not given)
    -0.01, i
COc1ccc(-c2nc(CN3CCC(C(=O)N4CCOCC4)CC3)c(C)o2)cc1OC
    -0.2, i

Remaining list, next part
SMILES	Kir21 inh	CHT block
O=C(O)c1ccccc1C(=O)N(Cc1ccccc1)Cc1ccccc1	-0.11	i
CC(=O)N/C(=C\c1ccccc1)C(=O)OCc1ccc(C)cc1	-1.3	i
CCNC(=O)c1cc(Cl)ccc1OC	-1.2	i
Cc1nc(SCC(=O)Nc2cc(C)on2)c2c(=O)n(C)c(=O)n(C)c2n1	-0.05	i
Cc1ccc(S(=O)(=O)NCCc2nc3ccccc3[nH]2)cc1	0.89	i
COc1cccc(N2CCN(c3ncnc4c3cnn4-c3ccc(C)cc3C)CC2)c1	0.98	i
Cc1cccc(C)c1NC(=O)C(=O)NCc1ccccn1	-1.21	i
CCOc1ccc(CCNC(=O)C2CCN(C(=O)N(C)C)CC2)cc1OCC	3.35	i
Cc1ccc(NC(=O)CCC(=O)NNC(=S)Nc2ccc(F)cc2F)cc1C	1.55	i
O=C1c2cc(N3CCCC3)c([N+](=O)[O-])cc2C(=O)N1c1ccccc1	-0.09	i
O=C(CCC(=O)NC1CC1)Nc1nnc(C2CCCCC2)s1	0	i
COc1ccc(CNS(=O)(=O)c2ccc(-n3cnnn3)c(C)c2)cc1	-1.24	i
CN(C#N)c1nc(Cl)nc(Nc2cccc(Cl)c2)n1	0.47	i
O=C(COC(=O)c1cnccn1)Nc1ccc(Cl)cn1	1.22	i
Cc1ccc(NC(=O)C2CC2c2ccccc2)cc1 (stereo not given)	0.41	i
N#C/C(=C\c1ccc[nH]1)C(=O)Nc1ccccc1[N+](=O)[O-]	-0.11	i
O=C(NCc1ccc2c(c1)OCO2)c1cc(S(=O)(=O)N2CCCCC2)ccc1F	0.33	i
Oc1c(CN2CCN(c3ccc(F)cc3)CC2)cc(Cl)c2cccnc12	1.04	i
COc1ccc(N2CCN(C(=O)CCc3ccc(S(=O)(=O)NCC(C)C)cc3)CC2)cc1	0.32	i
CCN(C(=O)COC(=O)/C=C/c1ccccc1)C1CCCCC1	-1.26	i
c1ccc(-c2onc(-c3ccco3)c2-c2ccc3[nH]ccc3c2)cc1	2.64	i
O=C(CC1OC(=O)c2ccccc21)Nc1cccc(S(=O)(=O)N2CCCCCC2)c1 (stereo not given)	-0.29	i
CCN1CCCc2cc(CN(CCN3CCOCC3)C(=O)Nc3ccc(C)c(C)c3)ccc21	-0.16	i
Cn1cc(C(=O)NCCN2CCN(c3cccc(Cl)c3)CC2)c2c3ccccc3n(C)c2c1=O	0.46	i
N=c1sccn1CC(=O)Nc1ccc(S(N)(=O)=O)cc1	0.33	i
Cc1[nH]n(-c2cccc(Cl)c2)c(=O)c1C=NC12CN3CN(CN(C3)C1)C2	0.85	i
COc1ccc(CNC(=O)COC(=O)c2ccc(Br)cc2)cc1	0.05	i
Cc1nnc(Nc2ccc(Cl)cc2)n(N)c1=O	0.17	i
COC(=O)C1CCN(c2cc(=O)n(-c3ccccc3Cl)c(=O)[nH]2)CC1	·	i
CCCCOC(=O)C[N+](C)(C)CCOC1CC2CCC1(C)C2(C)C (stereo not given)	-0.97	i
O=C(Nc1ccc(Cl)cn1)c1cccc(S(=O)(=O)N2CCCC2)c1	0.45	i
OC(CNC1CCCc2ccccc21)COc1ccc2ccccc2c1 (stereo not given)	-10*	i
CCCOc1ccc2c3c(c(=O)oc2c1OCCC)CCC3	1.42	i
Cc1ccc2[nH]c(=O)c(CN(Cc3ccco3)C(=O)CN3CCCC(C)C3)cc2c1 (stereo not given)	1.18	i
N#CC(C#N)=CC1=C2OC(c3ccccc3)=CC(c3ccccc3)=C2CCC1	1.18	i
CCOC(=O)C1(CC)NC(c2ccco2)C2C(=O)N(C)C(=O)C21 (stereo not given)	-1.45	i
COc1[nH]c(/N=C/c2ccccc2)c(C#N)c1C#N	-1.78	i
COCCCNc1nc(N)c([N+](=O)[O-])c(Nc2cc(OC)ccc2OC)n1	-0.04	i
COc1ccc(NS(=O)(=O)c2ccc(N3C(=O)CCC3=O)cc2)cc1	3.66	i
CCOc1ccccc1NC(=O)CSCC(=O)Nc1ccccc1	-3.74	i
Nc1nc(N2CCN(c3ccc(F)cc3)CC2)n[nH]1	0.33	i
C=CCSc1nc(O)c(C2OC(=O)c3c2ccc(OC)c3OC)c(=O)n1-c1ccccc1 (stereo not given)	0.48	i
Cc1cc(S(=O)(=O)Nc2ccc(C(=O)NCCCn3ccnc3)cc2)ccc1F	-2.21	i
CCCOC(=O)CC1C(=O)NCCN1C(=O)OC(C)(C)C (stereo not given)	0.7	i
O=C(CN1CCN(Cc2ccccc2)CC1)Nc1ccc([N+](=O)[O-])cc1C(=O)Nc1ccccc1F	0.73	i
CCOCC(=O)Nc1ccc2c(c1)N(S(=O)(=O)c1cccs1)CCC2	-0.66	i
O=C(CN1CCCC1)N1CCCc2c1c(=O)oc1ccc(OCc3ccccc3)cc21	-2.39	i
COC(=O)CNC(=O)c1cc(-c2ccncc2)nc2c(C)c(Cl)ccc12	0.8	i
COC(=O)C1=CN(Cc2ccc(F)cc2)C=C(C(=O)OC)C1c1cc(OC)c(OC)c(OC)c1	-0.04	i
